Screening results (PubChem BioAssay)
C diff HTS: C. difficile growth inhibition | Clostridium difficile clinical isolate growth, OD600, 24 h; hits give low values | growth activity, negative = inhibition, % at 16 µg/mL (by protocol) | 86,000 compounds, 0.25% hits | AID 1259249;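 active means mean growth activity at or below -80% and every replicate also at or below -80%; inconclusive means mean at or below -80% but some replicate above -80%; inactive means mean growth activity above -80%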;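 further: 0% = DMSO wells and -100% = levofloxacin 16 µg/mL wells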
KDM4C inh: KDM4C (human) demethylase inhibition; inhibition, % at 12.5 µM; 96,000 compounds, 0.15% hits; GST-KDM4C 2-372, H3K9me3 peptide, LANCE TR-FRET;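 active means mean replicate inhibition above about 25%, with at least 55% of replicates also reaching it, limit read from the data, passing the limit was not always enough; inconclusive means only one of those two conditions met; inactive means neither condition met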
Target sequence (Q9H3R0 2-372 limits assumed): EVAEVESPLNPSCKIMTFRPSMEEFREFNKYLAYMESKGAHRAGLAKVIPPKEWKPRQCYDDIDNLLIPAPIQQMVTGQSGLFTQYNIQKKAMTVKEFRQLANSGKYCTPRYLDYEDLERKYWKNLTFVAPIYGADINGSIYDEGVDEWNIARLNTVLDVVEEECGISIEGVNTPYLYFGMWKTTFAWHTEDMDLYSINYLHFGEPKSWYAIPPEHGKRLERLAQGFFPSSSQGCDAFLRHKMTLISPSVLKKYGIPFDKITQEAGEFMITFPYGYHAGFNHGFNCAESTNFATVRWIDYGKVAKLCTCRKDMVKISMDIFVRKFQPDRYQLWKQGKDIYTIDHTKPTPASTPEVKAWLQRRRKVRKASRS
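Material: GST-tagged GASC-1 (JMJD2C) catalytic fragment, aa 2-372 / Quantity: enzyme final amount 10 nM / Medium: HEPES buffer, pH 7.5, plus ascorbate / Doses: one test concentration per compound / Incubation: 30 min reaction, 60 min detection, RT / Measured by: LANCE TR-FRET / Read-out: inhibition from TR-FRET ratio decrease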
Tcruzi prolif: blocks T. cruzi growth in NIH3T3 culture | T. cruzi beta-gal in NIH3T3, GalScreen luminescence, 90 h | inhibition, % at 8.34 µM | 77,000 compounds, 5.9% hits | AID 624255;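 active means mean inhibition above about 93%, with at least 55% of replicates each passing it, limit read from the data, passing the limit was not always enough; inconclusive means only one of those two conditions holds; inactive means neither condition holds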
Pf Dd2 inh: inhibitors of Plasmodium falciparum Dd2 growth; P. falciparum Dd2 growth, SYBR Green, 72 h; hits give low values; activity change, % at 10 µM; 94,000 compounds, 2.3% hits; AID 1159554; in the data active means activity change below about -80%; inconclusive means no clear call, values can overlap the other calls
The depositor's hits bear a star; ? = inconclusive; nt = no result given; & = joins results of further samples. An unsorted share of the library; any-hit rate near 7.2%.

smiles | C diff HTS | KDM4C inh | Tcruzi prolif | Pf Dd2 inh
COc1cccc(S(=O)(=O)N[C@H]2CC[C@H](CCn3cc(-c4ccccc4OC)nn3)O[C@@H]2CO)c1 | 1 | -0.5 | ? | -5
CO[C@@H]1CN(C)C(=O)c2cc(NC(C)=O)ccc2OC[C@@H](C)N(Cc2ccccc2C(=O)O)C[C@H]1C | nt | -0.8 | -16 | 36
O=C(C1CCC1)N1CC(=O)N2[C@H](CO)[C@H](c3ccc(C#CCc4ccccc4)cc3)[C@H]2C1 | -15 | 0.5 | nt | -13
C/C=C/c1ccc([C@@H]2[C@H](CO)N(C(=O)NCCC)[C@H]2CNC(=O)C2CC2)cc1 | -3 | 1.5 | 21 | -11
O=C(c1ccc(F)cc1)N1[C@H](CO)[C@@H]2c3ccccc3NC[C@@H]21 | -1 | -1.7 | -10 | -24
Cc1noc(C)c1S(=O)(=O)Nc1ccc2c(c1)C(=O)N([C@H](C)CO)C[C@@H](C)[C@@H](CN(C)Cc1ccc3c(c1)OCO3)OCCCC[C@H](C)O2 | 3 | -0.9 | 104* | -73
C(=C\c1ccc(C2[C@@H]3CN(Cc4cocn4)C[C@H]2N3)cc1)/c1ccccc1 (some centres undefined) | 2&3 | -1.2&-6.0 | nt | -64&-37
COc1ccc(S(=O)(=O)N2CC3(CN(C(=O)c4cccnc4)[C@@H](CO)c4c3c3ccc(OC)cc3n4C)C2)cc1 | 3 | nt | nt | -47
CN(C)C(=O)[C@H]1[C@H](CO)[C@H]2Cn3c(ccc(/C=C/c4ccccc4)c3=O)[C@H]2N1C(=O)c1cccnc1 | 2 | -4.6 | 51 | nt
O=S(=O)(N[C@@H]1CC[C@@H](CCn2cc(C3(O)CCCC3)nn2)O[C@@H]1CO)c1ccc(Cl)cc1 | nt | 0.1 | -33 | -4
CNC[C@H]1OCc2ccccc2-c2ccccc2C(=O)N([C@H](C)CO)C[C@@H]1C | -1 | 1.0 | 18 | 8
C[C@@H]1CN([C@@H](C)CO)C(=O)c2c(c3ccccc3n2C)-c2ccccc2CO[C@H]1CN(C)Cc1ccncc1 | nt | 0.9 | 26 | -13
C/C=C/c1ccc([C@H]2[C@@H](CO)N(C(C)=O)[C@H]2CNC(=O)CC2CC2)cc1 | 7 | 1.3 | 61 | 2
CCCc1cn(CC[C@@H]2CC[C@@H](NC(=O)C3CCCC3)[C@H](CO)O2)nn1 | -3 | -0.6 | nt | 8
CC(=O)N(C)C[C@@H]1Oc2cc(/C=C/c3ccccc3)ccc2S(=O)(=O)N([C@@H](C)CO)C[C@H]1C | -7 | -0.1 | nt | -23
CC(C)C#Cc1ccc2c(c1)O[C@@H](CN(C)C(=O)Cc1ccccn1)[C@H](C)CN([C@@H](C)CO)S2(=O)=O | -1 | -0.3 | 33 | -52
CCC(=O)Nc1ccc2c(c1)C(=O)N(C)C[C@@H](OC)[C@H](C)CN(C(=O)COC)[C@H](C)CO2 | nt | 2.6 | nt | 37
CC(C)COC(=O)N(C)C[C@@H]1OCc2cn(nn2)CCCC(=O)N([C@H](C)CO)C[C@@H]1C | 1 | 8.9 | -15 | 23
COc1ccc(NC(=O)N(C)C[C@H]2OCCCC[C@@H](C)Oc3ccc(NC(=O)Nc4ccccc4)cc3C(=O)N([C@H](C)CO)C[C@H]2C)cc1 | 9 | -2.9 | 47 | -60
CN1c2ccc(C3=CCCCC3)cc2[C@@H]2[C@@H](CCN2S(=O)(=O)c2ccccc2F)[C@H]1CO | 5 | 1.5 | 46 | -20
COC(=O)C[C@H]1CC[C@H]2[C@H](COc3ccc(NC(=O)c4cc(F)cc(F)c4)cc3C(=O)N2C)O1 | -5 | -0.7 | -11 | -16
O=C(C[C@@H]1CC[C@@H]2[C@H](COC[C@H](O)CN2Cc2ccncc2)O1)NCc1ccncc1 | nt | 4.0 | 12 | 14
CCCN(C)C[C@@H]1Oc2cc(-c3ccc(C#N)cc3)ccc2S(=O)(=O)N([C@@H](C)CO)C[C@@H]1C | 1 | -1.1 | nt | -56
Cc1ccc(S(=O)(=O)N(C)C[C@H]2Oc3ccc(NC(=O)C4CC4)cc3C(=O)N([C@H](C)CO)C[C@@H]2C)cc1 | 0 | 0.7 | 19 | -28
C[C@H]1CN([C@@H](C)CO)C(=O)Cc2cc(NC(=O)C3CC3)ccc2O[C@H]1CN(C)Cc1ccc(C(F)(F)F)cc1 | 8 | -0.5 | 37 | -80*
COc1ccc(NC(=O)N(C)C[C@@H]2OCCCC[C@@H](C)Oc3ccc(NS(=O)(=O)c4cccs4)cc3C(=O)N([C@H](C)CO)C[C@@H]2C)cc1 | 5 | -8.9 | -23 | -9
C[C@H](CO)N1C[C@H](C)[C@@H](CN(C)C(=O)Nc2ccc(F)cc2)Oc2ccc(NC(=O)CCC(F)(F)F)cc2C1=O | 7 | 3.1 | 9 | 20
O=C(N[C@@H]1C=C[C@@H](CC(=O)N2CCOCC2)O[C@@H]1CO)c1cccc(F)c1 | nt | -0.7 | 58 | -2
COc1ccc(NC(=O)Nc2cccc3c2O[C@@H](CN(C)CC2CC2)[C@H](C)CN([C@@H](C)CO)C3=O)cc1 | 0 | 2.4 | 37 | -5
C[C@@H]1CCCCO[C@H](CN(C)S(=O)(=O)c2ccc(Cl)cc2)[C@@H](C)CN([C@@H](C)CO)C(=O)c2cc(NS(=O)(=O)c3ccc(F)cc3)ccc2O1 | 0 | 1.3 | 86 | -56
CO[C@H]1CN(C)C(=O)c2cc(NC(C)=O)ccc2OC[C@@H](C)N(C(=O)c2ccccn2)C[C@H]1C | -5 | -0.1 | -12 | 31
Cc1ccc(S(=O)(=O)Nc2ccc3c(c2)C(=O)N([C@@H](C)CO)C[C@H](C)[C@H](CN(C)C(=O)CCC(F)(F)F)OCCCC[C@H](C)O3)cc1 | nt | 0.6 | -53 | -30
COc1ccc(CNC(=O)C[C@H]2CC[C@@H](NS(=O)(=O)c3cccc(OC)c3)[C@H](CO)O2)cc1 | 1 | 0.5 | nt | nt
C[C@H](CO)N1C[C@H](C)[C@H](CN(C)C(=O)c2ccccc2)Oc2ncc(Br)cc2C1=O | 2 | -1.4 | nt | -53
CN(C)C(=O)c1ccc(-c2cccc(-c3nc(C(=O)N(C)C)cc4c3[C@@H](CCO)N([S@](=O)C(C)(C)C)C4)c2)cc1 | nt | 0.8 | 12 | 48
COc1ccc(CN(C)C[C@H]2OCCCC[C@@H](C)Oc3ccc(NC(=O)c4ccncc4)cc3C(=O)N([C@@H](C)CO)C[C@@H]2C)cc1 | 4 | -2.6 | 26 | -48
O=C(C[C@@H]1C[C@@H]2c3cc(NC(=O)Nc4ccccc4F)ccc3O[C@@H]2[C@H](CO)O1)NCc1ccncc1 | -1 | -2.8 | 1 | 29
CCN(C[C@H]1[C@H](c2ccccc2)[C@H](CO)N1C(C)=O)C(=O)NC(C)C | -3 | 0.5 | 19 | 13
C[C@@H]1CN([C@H](C)CO)C(=O)Cc2cc(NC(=O)CCC(F)(F)F)ccc2O[C@H]1CN(C)Cc1ccc(-c2ccccc2)cc1 | 28 | 18 | 83 | 5
C[C@@H]1CN([C@@H](C)CO)C(=O)Cc2cc(NC(=O)CCCCCC(=O)Nc3ccccc3N)ccc2O[C@H]1CN(C)Cc1ccc(-c2ccccc2)cc1 | -10 | nt | -26 | -73
COc1ccc(NC(=O)Nc2ccc3c(c2)CC(=O)N([C@H](C)CO)C[C@@H](C)[C@@H](CN(C)C(=O)Nc2ccc(OC)cc2)O3)cc1 | 1 | 0.4 | 14 | 11
Cc1ccc(S(=O)(=O)Nc2ccc3c(c2)C(=O)N([C@H](C)CO)C[C@H](C)[C@H](CN(C)S(=O)(=O)c2c(C)noc2C)OCCCC[C@H](C)O3)cc1 | 1 | -0.3 | 61 | -45
C[C@H]1CN([C@@H](C)CO)C(=O)Cc2cc(NC(=O)Cc3cn(C)c4ccccc34)ccc2O[C@H]1CN(C)CC1CC1 | -3 | -1.2 | 15 | -16
C[C@H]1CCCCO[C@@H](CN(C)C(=O)NC2CCCCC2)[C@@H](C)CN([C@@H](C)CO)C(=O)c2cc(NC(=O)Nc3cccc4ccccc34)ccc2O1 | -10 | -3.9 | 85 | -39
CC(C)NC(=O)N(C)C[C@@H]1Oc2ccc(NC(=O)Nc3cccc4ccccc34)cc2CC(=O)N([C@H](C)CO)C[C@@H]1C | -1 | -0.1 | 4 | -2
COc1cccc(-c2ccc3c(c2)O[C@H](CN(C)C)[C@H](C)CN([C@@H](C)CO)S3(=O)=O)c1 | -2 | 0.8 | nt | 12
COc1cccc(-c2ccc3c(c2)[C@@H]2[C@@H](CCN2C(=O)c2ccccn2)[C@@H](CO)N3)c1 | -14 | -0.4 | 18 | -51
COc1ccc2c3c(n(C)c2c1)[C@@H](CO)N(C(=O)Nc1c(C)noc1C)CC31CCN(CC2CC2)CC1 | -3 | 1.2 | nt | 6
CCNC(=O)C[C@@H]1C=C[C@H](NC(=O)C2CC2)[C@H](CO)O1 | 1 | 0.7 | nt | 6
Cc1ccc(S(=O)(=O)N(C)C[C@H]2Oc3ccc(NC(=O)Cc4cn(C)c5ccccc45)cc3CC(=O)N([C@@H](C)CO)C[C@@H]2C)cc1 | -5 | -3.6 | 23 | -61

Ordered by length of the SMILES (lowest first): three of the compounds above
smiles | C diff HTS | KDM4C inh | Tcruzi prolif | Pf Dd2 inh
COc1ccc2c3c(n(C)c2c1)[C@@H](CO)N(C(=O)Nc1c(C)noc1C)CC31CCN(CC2CC2)CC1 | -3 | 1.2 | nt | 6
C[C@H]1CCCCO[C@@H](CN(C)C(=O)NC2CCCCC2)[C@@H](C)CN([C@@H](C)CO)C(=O)c2cc(NC(=O)Nc3cccc4ccccc34)ccc2O1 | -10 | -3.9 | 85 | -39
Cc1ccc(S(=O)(=O)Nc2ccc3c(c2)C(=O)N([C@H](C)CO)C[C@H](C)[C@H](CN(C)S(=O)(=O)c2c(C)noc2C)OCCCC[C@H](C)O3)cc1 | 1 | -0.3 | 61 | -45

The listing continues.
smiles | C diff HTS | KDM4C inh | Tcruzi prolif | Pf Dd2 inh
CCCN(C)C[C@H]1OCCCC[C@@H](C)Oc2ccc(NC(=O)NC(C)C)cc2C(=O)N([C@H](C)CO)C[C@@H]1C | 3 | 0.0 | 52 | -41
C[C@H](CO)N1C[C@H](C)[C@H](CN(C)C(=O)Cc2ccccc2)OCCCC[C@H](C)Oc2ccc(NC(=O)Nc3ccc(F)cc3)cc2C1=O | -3 | -1.4 | 40 | 50
C[C@H](CO)N1C[C@H](C)[C@@H](CN(C)C(=O)Nc2ccccc2)Oc2c(NS(=O)(=O)c3ccccc3)cccc2C1=O | 9 | -1.3 | 33 | -9
Cc1ccc(-c2ccc3c(c2)O[C@@H](CN(C)Cc2ccccc2)[C@@H](C)CN([C@@H](C)CO)S3(=O)=O)cc1 | 2 | 2.1 | 124* | -60
COc1ccc2c3c(n(C)c2c1)[C@H](CO)N(C(=O)CC1CC1)CC31CN(C(=O)C2CCC2)C1 | -1 | -1.8 | nt | 4
COC(=O)[C@H]1[C@H](CO)[C@H]2Cn3c(ccc(-c4cccc(F)c4)c3=O)[C@H]2N1S(C)(=O)=O | -6 | 0.0 | 34 | nt
O=C(C[C@@H]1C=C[C@H](NC(=O)c2cccnc2)[C@H](CO)O1)NCc1ccc(Cl)c(Cl)c1 | nt | 2.8 | 2 | -1
O=C(Cc1ccncc1)Nc1ccc2c(c1)[C@@H]1C[C@H](CC(=O)NC3CCCC3)O[C@H](CO)[C@@H]1O2 | nt | 2.2 | 7 | 9
O=S(=O)(c1ccccc1)N1CCCCN2[C@H](CO)[C@@H](c3ccc(C#CC4CCCC4)cc3)[C@@H]2C1 | -8 | 2.8 | 87 | 18
C[C@@H]1CN([C@@H](C)CO)C(=O)CCCn2cc(nn2)CO[C@@H]1CN(C)C(=O)c1cc(-c2ccccc2)on1 | -1 | 0.3 | -13 | -13
COc1ccc(NC(=O)N(C)C[C@H]2Oc3ccc(NC(=O)Nc4c(C)noc4C)cc3CC(=O)N([C@H](C)CO)C[C@@H]2C)cc1 | 1 | -0.8 | 8 | 32
C[C@H]1CN([C@@H](C)CO)C(=O)Cc2cc(NS(=O)(=O)c3ccc(F)cc3)ccc2O[C@@H]1CN(C)S(C)(=O)=O | -1 | 3.0 | 23 | 7
O=C(C1CC1)N1CCCCN2[C@H](CO)[C@H](c3ccc(C#CC4CC4)cc3)[C@@H]2C1 | -13 | nt | 46 | 10
COc1ccc(NC(=O)N[C@H]2CC[C@@H](CCNC(=O)CN3CCOCC3)O[C@@H]2CO)cc1 | 2 | -0.1 | -24 | 23
CN1CCN(C(=O)C[C@H]2CC[C@H]3[C@@H](COC[C@H](O)CN3Cc3cccc(Cl)c3)O2)CC1 | nt | -2.8 | -18 | -2
O=C(NCCN1CCCC1)[C@H]1[C@H](CO)[C@H]2Cn3c(cccc3=O)[C@H]2N1Cc1ccccn1 | -4 | 2.5 | nt | 9
CCS(=O)(=O)N1CC2(CN(Cc3cccc(Cl)c3)[C@@H](CO)c3c2c2ccc(OC)cc2n3C)C1 | 54 | -0.1 | nt | 19
COCC(=O)N1CC(=O)N2[C@H](CO)[C@H](c3ccc(C#Cc4cccc(OC)c4)cc3)[C@@H]2C1 | 5 | 1.0 | nt | -5
